High-throughput results deposited in PubChem BioAssay by several laboratories.
Anthrax LF prot = Bacillus anthracis LF protease inhibitors, primary screen, biochemical, multiplex microsphere, MLPCN library | Lethal factor (Bacillus anthracis), P15917 | multiplex microsphere protease cleavage assay | inhibition, % at 10 µM | hit rate 0.12% among 360,000 | AID 588501, 2011; note: plate controls were buffer without enzyme for full effect and enzyme alone for no effect
PrPC surface inh = inhibitors of human cell surface prion protein PrPC, primary screen, cell-based, TR-FRET; Major prion protein (Homo sapiens), P04156; TR-FRET read-out; inhibition, % at 13.8 µM; hit rate 0.43% among 370,000; AID 720596, 2013; in the data active = inhibition above about 24%; note: 0% = median of the test wells and 100% = reference compound wells
VHR inh abs = VHR1 phosphatase inhibitors, primary screen, biochemical, absorbance, uHTS. Dual specificity protein phosphatase 3 (Homo sapiens), P51452. recombinant VHR phosphatase, pNPP absorbance. inhibition, % at 13.3 µM. hit rate 0.52% among 290,000. AID 1654, 2009; in the data active = inhibition above about 50%; note: some compounds called inactive have numbers as strong as hits
Target sequence (P51452 whole entry, looked up): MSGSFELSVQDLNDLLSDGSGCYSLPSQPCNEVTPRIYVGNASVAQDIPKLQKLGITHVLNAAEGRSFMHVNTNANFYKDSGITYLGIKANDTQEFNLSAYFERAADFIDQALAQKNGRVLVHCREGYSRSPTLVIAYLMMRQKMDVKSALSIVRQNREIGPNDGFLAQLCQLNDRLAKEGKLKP
CCHFV vOTU inh = CCHFV vOTU protease inhibitors, primary screen, biochemical, Pep-AMC substrate, fluorescence; Crimean-Congo hemorrhagic fever virus L polyprotein viral ovarian tumor (vOTU) protease …; inhibition, % at 11.5 µM; AID 651958, 2012; hit rate 0.55% among 370,000; in the data active = inhibition above about 30%; note: 0% = vehicle wells with enzyme and 100% = no enzyme wells
BoNT A protease = BoNT/A light chain protease inhibitors, primary screen, biochemical, flow cytometry, MLPCN library; multiplex microsphere protease substrate cleavage; inhibition, % at 10 µM; hit rate 0.17% among 360,000; Botulinum neurotoxin type A light chain protease (Clostridium botulinum A str. ATCC 3502); AID 588499, 2011; note: plate controls were buffer without enzyme for full effect and enzyme alone for no effect
MazEF act = activators of E. coli MazEF toxin-antitoxin RNase, primary screen, biochemical, fluorescence, uHTS. FAM/BHQ RNA-DNA oligo cleavage fluorescence, 5 h. hit rate 0.32% among 350,000. Endoribonuclease toxin MazF (Escherichia coli (strain K12)), P0AE70. activation, % at 20 µM; in the data active = activation above about 50%
Target sequence (P0AE70 whole entry, looked up): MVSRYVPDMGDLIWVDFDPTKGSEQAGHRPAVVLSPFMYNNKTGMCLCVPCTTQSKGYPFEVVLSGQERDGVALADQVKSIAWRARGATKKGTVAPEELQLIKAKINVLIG
Rv3671c protease = Rv3671c serine protease inhibitors, primary screen, biochemical, fluorescence polarization, M. tuberculosis H37Rv; P9WHR9; inhibition, % at 5.96 µM; hit rate 0.048% among 320,000; AID 2606, 2010; in the data active = inhibition above about 38%;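 note: extracellular domain of Rv3671c used as enzyme; 0% = enzyme with DMSO and 100% = no enzyme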
Target sequence (P9WHR9 whole entry, looked up, the tested form may be a part): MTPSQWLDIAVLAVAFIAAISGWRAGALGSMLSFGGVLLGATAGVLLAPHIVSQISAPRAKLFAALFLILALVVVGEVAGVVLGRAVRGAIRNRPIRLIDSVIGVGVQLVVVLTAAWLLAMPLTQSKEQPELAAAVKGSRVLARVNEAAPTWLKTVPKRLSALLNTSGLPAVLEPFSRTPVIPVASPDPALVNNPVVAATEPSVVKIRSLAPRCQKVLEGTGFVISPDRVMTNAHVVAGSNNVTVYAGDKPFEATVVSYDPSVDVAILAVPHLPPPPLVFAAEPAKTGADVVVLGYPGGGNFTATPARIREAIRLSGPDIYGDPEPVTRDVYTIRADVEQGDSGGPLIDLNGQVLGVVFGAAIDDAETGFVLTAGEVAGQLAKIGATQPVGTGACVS
BoNT-F LC inh = BoNT/F light chain protease inhibitors, primary screen, biochemical, flow cytometry, MLPCN library; Botulinum neurotoxin type F light chain protease (Clostridium botulinum); Multiplex microsphere protease cleavage assay; inhibition, % at 10 µM; hit rate 0.22% among 360,000; in the data active = inhibition above about 35%, passing the limit was not always enough; inconclusive = no clear call, values can overlap the other calls; note: plate controls were buffer without enzyme for full effect and enzyme alone for no effect
SARS 3CLpro inh = SARS-CoV 3CLpro protease inhibitors, primary screen, biochemical, quenched FRET | Replicase polyprotein 1ab (Severe acute respiratory syndrome coronavirus), P0C6X7 | recombinant SARS-CoV 3CLpro, quenched FRET peptide cleavage | inhibition, % at 6 µM | hit rate 0.14% among 290,000; in the data active = inhibition above about 12%
PriA SSB inh = inhibitors of Klebsiella pneumoniae PriA binding to SSB C-terminal tail, primary screen, biochemical, AlphaScreen | PriA–SSB C-terminal tail interaction (Klebsiella pneumoniae) | AlphaScreen SSBct-PriA binding, biotinylated peptide | inhibition, % at 33 µM | hit rate 0.6% among 430,000 | AID 1272365, 2023; in the data active = inhibition mostly above about 37%, no sharp cut-off; inactive = mostly below about 20%;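 note: plate controls were negative control peptide for no effect and reference peptide for full effect; strong numbers were not always called active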
The depositor's hits bear a star; i = inactive; ? = inconclusive; · = not tested or not shown. Cut-off read from the data, not from the text of the source, unless noted: active = inhibition above about 30%; inconclusive = no clear call, values can overlap the other calls; inactive = below that. The list is partial; count on the stated rates, not on these rows.

SMILES	Anthrax LF prot	PrPC surface inh	VHR inh abs	CCHFV vOTU inh	BoNT A protease	MazEF act	Rv3671c protease	BoNT-F LC inh	SARS 3CLpro inh	PriA SSB inh
COc1cccc(C(=O)O/N=C(\N)CS(=O)(=O)c2ccccc2)c1	2	3	43	18	-1.3	2	-7	1	-5	i
CSc1ccc(/C=N\NC(=O)COc2ccc(Cl)cc2Br)cc1	0	4	-4	1	-6.3	-4	-3	-9	3	·
CC(=O)NCCC(=O)N1CCCC(N2CCN(c3cccc(Cl)c3)CC2)C1 (centres undefined)	-1	2	-3	-4	0.9	4	-1	42*	1	-16
Cc1cc(C)nc(Nc2ccccc2F)n1	-8	-6	8	-9	-3.3	0	-1	3	-3	-8
Nc1nnnn1/N=C/c1ccc(Cl)cc1	2	-5	14	-10	2.1	-1	11	-4	2	·
CCN(CC)C(=O)CSc1nnc(NC(=O)CCc2ccccc2)s1	-4	7	-4	3	-0.7	-1	5	0	2	-14
Cc1ccc(-c2c(C#N)c(N)nc3c2CCCC3)o1	3	0	-7	-18	-0.5	6	-4	-5	-5	-6
Cc1ccc(NC(=O)CSc2nnc(-c3ccccn3)n2N)c(Br)c1	?	6	13	-1	0.0	-5	2	15	1	2
COc1ccc(C(=O)NCCCN2CCOCC2)cc1Br	·	-7	6	3	·	0	-4	·	0	-3
COc1cccc(NC(=O)C(=O)N/N=C(\C)CC(=O)Nc2ccc(NC(C)=O)cc2)c1	-3	7	6	2	0.0	20	-8	-2	-5	·
CC1CCCN(C(=O)CSCC(=O)N=c2sc3ccccc3n2C)C1 (centres undefined)	4	-5	2	15	0.2	0	3	14	-3	7
O=C(O)C(Cc1ccccc1)Nc1ccc([N+](=O)[O-])cc1[N+](=O)[O-] (centres undefined)	-1	-33	21	6	-0.9	2	11	-3	3	19
CCc1ccc(NC(=O)CSc2nnc(-c3cccs3)n2CC)cc1	-2	4	35	12	0.1	-16	-1	-15	-2	9
Cc1cc(Oc2ccccc2F)nc(NCc2ccccc2)n1	1	7	-1	8	0.5	2	·	2	0	-4
Cc1ccc(C(=O)NCC(=O)Nc2ccccc2C(F)(F)F)cc1	-3	-3	36	-5	-0.8	3	6	-13	3	8
Cc1ccc(C(=O)N/C(=C\c2ccc(-c3ccccc3[N+](=O)[O-])o2)C(=O)NCCCN2CCOCC2)cc1	-2	-3	17	29	-0.3	5	-19	-4	-2	19
COc1ccc(-n2c(SCC(=O)O)nnc2-c2ccc(NC(=O)c3ccccc3)cc2)cc1	-8	-3	13	-5	-0.6	9	3	-8	7	-9
Cc1ccccc1-n1c(C)nnc1SCC(=O)N1CCc2ccccc2C1	-3	-2	14	-20	0.2	2	-4	6	-5	-22
CCN1CCN(c2cc(C)c3cc(NC(=S)N4CCN(c5ccccc5F)CC4)ccc3n2)CC1	8	-10	38	-25	-0.4	13	0	1	-1	14
Cn1nnnc1SCc1cn2cccnc2n1	-6	-3	5	-41	-1.0	3	1	-3	-6	-10
N#CCC(=O)NCCCOC(=O)Nc1ccc(Cl)c(Cl)c1	-3	14	9	3	0.3	7	-15	-6	3	-12
CCNC(=O)c1ccccc1-c1nc(-c2ccccc2Cl)no1	-1	-6	10	5	0.3	3	6	-5	1	-14
CCC1Oc2ccccc2N(CC(=O)NC2CC2)C1=O (centres undefined)	6	-3	12	-2	-4.6	0	-13	-26	-2	-14
CCOC(=O)C1=CCN(S(=O)(=O)c2ccccc2Cl)C1c1ccc(Cl)c(Cl)c1 (centres undefined)	11	16	·	7	0.6	·	·	4	·	·
O=C(O)c1ccc(/C=N/NC(=O)c2cc3c(ccc4ccccc43)o2)cc1	2	6	107	14	0.0	-4	-5	0	-7	·
COc1ccc(CNC(=O)C2COc3ccccc3O2)c(OC)c1 (centres undefined)	0	-5	19	1	0.2	6	3	2	-5	4
Cn1c(SCc2nc3ccccc3[nH]2)nnc1-c1cccs1	-1	-6	8	-13	?	5	2	0	-3	4
Cc1c(C(=O)O)cccc1-c1ccc(/C=N/Nc2ccc(Br)cc2)o1	0	13	-11	11	0.7	2	7	0	6	·
CCOc1ccc(NC(=O)c2ccc(N)cc2)cc1	2	3	18	-4	-0.3	-5	25	-1	-2	-3
O=C(COc1ccccc1[N+](=O)[O-])NCc1cccnc1	-3	-9	-1	-8	-0.5	0	-8	-6	4	-6

Retrieved by structure from the list above:
SMILES	Anthrax LF prot	PrPC surface inh	VHR inh abs	CCHFV vOTU inh	BoNT A protease	MazEF act	Rv3671c protease	BoNT-F LC inh	SARS 3CLpro inh	PriA SSB inh
Cc1ccc(C(=O)N/C(=C\c2ccc(-c3ccccc3[N+](=O)[O-])o2)C(=O)NCCCN2CCOCC2)cc1	-2	-3	17	29	-0.3	5	-19	-4	-2	19
CCN(CC)C(=O)CSc1nnc(NC(=O)CCc2ccccc2)s1	-4	7	-4	3	-0.7	-1	5	0	2	-14

Other records follow.
SMILES	Anthrax LF prot	PrPC surface inh	VHR inh abs	CCHFV vOTU inh	BoNT A protease	MazEF act	Rv3671c protease	BoNT-F LC inh	SARS 3CLpro inh	PriA SSB inh
CCOc1ccc(NC(=O)CCS(=O)(=O)c2ccc3c(c2)CCCN3C(C)=O)cc1	-5	-6	-8	-2	-1.0	6	4	-25	1	-11
O=C(Cn1cnc([N+](=O)[O-])c1)NCCc1ccccc1	·	0	-22	1	·	-2	-1	·	-2	-21
O=C(CSc1ccc(-c2nc3ccccc3[nH]2)cn1)Nc1ccc(S(=O)(=O)NC2CC2)cc1	1	-4	34	-11	0.0	-3	-258	2	1	10
Cc1ccccc1OCC(=O)N1CCN(C(=O)COc2ccccc2C)CC1	1	-3	24	12	0.3	-3	-6	-1	-1	6
CCCN1C(=O)/C(=C/c2c(N3CCNC(=O)C3CC(=O)OCC)nc3c(C)cccn3c2=O)SC1=S (centres undefined)	·	·	5	·	·	29	-15	·	0	-14
C[C@H](NC(=O)c1ccccc1)C(=O)OCC(=O)c1c[nH]c2ccccc12	-6	-6	·	-11	0.2	2	4	1	·	5
Cc1c(Cl)cnc(NC(=O)COC(=O)Cc2coc3ccc4ccccc4c23)c1Cl	1	10	30	-14	0.7	0	-19	-1	6	4
CCCCn1c(N)c(N(CCOC)C(=O)c2ccc(Cl)c(S(=O)(=O)N3CCCCC3)c2)c(=O)[nH]c1=O	-1	-1	·	3	1.5	0	5	9	·	-12
COc1ccc(C(C(=O)NC2CCCCC2)N(Cc2cccs2)C(=O)Cc2c[nH]c3ccccc23)cc1 (centres undefined)	-7	-3	2	3	-1.6	-3	-6	-16	0	27
Clc1ccc(COC(Cn2ccnc2)c2ccc(Cl)cc2Cl)cc1 (centres undefined)	2	13	-3	13	-1.0	2	2	-4	1	15
O=C(NCc1ccccc1)C1=C[C@H](c2coc3ccccc3c2=O)C[C@H](OCc2ccc(CO)cc2)O1	-5	4	7	-5	-0.6	-2	-17	-7	2	-13
O=C(NCC1CCCO1)c1ccc(Cl)c(S(=O)(=O)N2CCCCC2)c1 (centres undefined)	-4	8	19	-3	-2.6	10	-2	-10	0	-17
COc1ccc2c(c1O)-c1ccccc1CCN(C)C2	3	-7	30	-8	-0.4	2	-14	-4	2	-8
CN(CCC#N)C(=O)Cn1nc(Cc2ccncc2)c2ccccc2c1=O	3	2	17	-7	0.3	5	2	5	1	-19
CCOc1cc(C(=S)N2CCOCC2)ccc1O	-1	0	19	-3	0.1	-4	0	5	-1	-24
O=C1c2ccccc2[C@@H]2C[C@H](NC34CC5CC(CC(C5)C3)C4)[C@@H](O)CCN12	-5	0	·	-1	0.0	-1	·	2	·	-2
CC(=O)Nc1ccc(C(=O)OCC(=O)c2ccc(C)c([N+](=O)[O-])c2)cc1	0	-7	20	4	-0.4	-1	-11	-1	3	9
CC(=O)OCc1c(COC(C)=O)[n+](=O)c2ccccc2n1[O-]	-4	-16	-16	-3	1.3	2	1	6	1	-10
COc1cccc(CN2CCC(C(=O)N3CCN(Cc4ccc5c(c4)OCO5)CC3)CC2)c1	0	-7	22	-9	-4.4	-1	1	-1	-2	2
CCOC(=O)N1CCN(C(=O)C2CCN(S(=O)(=O)c3ccc(F)cc3)CC2)CC1	-1	1	5	-13	-1.0	0	-13	-2	1	-16
O=S(=O)(c1ccccc1)N1CCN(CCOc2ccc(F)cc2)CC1	0	8	·	-10	-0.5	7	·	-7	·	·
O=C(CNS(=O)(=O)c1ccccc1)OCC(=O)c1c[nH]c2ccccc12	9	1	·	-7	-3.0	12	-16	-45	·	15
COC(=O)Nc1sc2c(c1C(=O)NCc1ccco1)CCC2	-2	9	-26	-9	?	-3	3	1	1	4
CCOC(=O)Cc1csc(NC(=O)c2cc(OC)cc(OC)c2)n1	-10	4	4	-2	-4.7	-13	2	-36	6	-11
O=C(CCCCCN1C(=O)c2cccc3cccc(c23)C1=O)NCCCO	-2	-30	15	-28	1.5	7	-1	?	2	-11
CC(OC(=O)c1ccc2noc(-c3ccccc3)c2c1)C(N)=O (centres undefined)	-11	-1	31	7	-1.0	12	-4	-20	-2	-17
COc1ccc(/C=C(\NC(=O)c2ccccc2)C(=O)NCc2cccnc2)cc1	0	-3	-6	-13	-4.9	8	-14	-20	-8	3
O=C(NC1CCCCC1)C(c1ccc2ncccc2c1)N(Cc1cccs1)C(=O)c1cccs1 (centres undefined)	0	0	4	-6	0.5	-7	3	-2	3	2
CN(C)CCCNC(=O)C1(O)c2cc(Br)ccc2NC(=O)N1c1c(F)cccc1F (centres undefined)	0	7	·	-2	0.0	-4	-8	8	-13	1
Cc1ccc(COCCN2CCN(S(=O)(=O)c3ccc(C)cc3)CCC2=O)cc1	-9	-2	-7	10	-0.5	10	7	-4	-2	-6
O=C(CSc1nncn1-c1ccccc1)Nc1ccc(N2CCOCC2)cc1	-3	4	17	21	-0.2	7	2	-2	-5	2
COC(=O)CN(C#N)c1nc(NCc2ccccc2)nc(OC)n1	-6	0	15	1	-2.7	9	·	-36	5	-12
COc1ccc(-c2csc(NC(C)c3nc4cc(Cl)c(Cl)cc4n3CCCO)n2)cc1 (centres undefined)	2	8	·	-4	1.1	-7	-6	1	·	21
O=C1CC(O)(C(F)F)Oc2ccc3ccccc3c21 (centres undefined)	-1	-9	11	-33	0.1	-2	-9	-3	3	-3
O=C(COC(=O)c1nc(Cl)ccc1Cl)NC1CCCCCC1	1	-2	·	-4	2.0	-1	-5	?	·	-1
Cn1c(=O)c2c(SCc3ccccc3)nc(C3CC3)nc2n(C)c1=O	-8	3	20	-8	-0.9	8	-3	-3	2	-10
CCc1ccc(N2CCN(S(=O)(=O)CC34CCC(CC3=O)C4(C)C)CC2)cc1 (centres undefined)	5	4	17	4	-1.2	4	·	1	2	6
COc1ccc(N(C(C)C(=O)NCCSCc2cccc(Cl)c2)S(C)(=O)=O)cc1 (centres undefined)	15	7	38	-3	0.6	-15	1	5	0	-8
